GlmU inhibition = inhibition of mycobacterial GlmU enzyme – biochemical, glucosamine-1-phosphate acetyltransferase (AID 1376). M. tuberculosis GlmU acetyltransferase enzyme assay; higher % means a stronger effect. inhibition, %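 (tested at 30 µM in the primary screen)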, or IC50 in µM where a hit was titrated. hit rate 0.25% among 220,000; in the data active means inhibition above about 13%;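 further: 0% = complete reaction with vehicle and 100% = reaction without substrate; strong numbers were not always called active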
RmlCD inh 1536 = blocks M. tuberculosis RmlC and RmlD coupled enzymes; RmlC+RmlD coupled enzyme assay, percent inhibition; primary screen in compound mixtures; inhibition, % at 3.6 µM; AID 1533; hit rate 0.03% among 160,000; in the data active means inhibition mostly above about 34%, no sharp cut-off; further: some results filed as inactive read as strong as hits
Target sequence (P9WH09 whole entry, looked up): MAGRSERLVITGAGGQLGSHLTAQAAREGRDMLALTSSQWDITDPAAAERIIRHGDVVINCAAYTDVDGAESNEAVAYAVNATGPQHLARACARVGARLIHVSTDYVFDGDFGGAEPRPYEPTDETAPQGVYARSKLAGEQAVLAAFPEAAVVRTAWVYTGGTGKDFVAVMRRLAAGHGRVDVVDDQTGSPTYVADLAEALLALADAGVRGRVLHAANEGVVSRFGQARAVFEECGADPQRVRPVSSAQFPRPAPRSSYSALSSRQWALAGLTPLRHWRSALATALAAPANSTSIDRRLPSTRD
Target sequence (P9WH11 whole entry, looked up): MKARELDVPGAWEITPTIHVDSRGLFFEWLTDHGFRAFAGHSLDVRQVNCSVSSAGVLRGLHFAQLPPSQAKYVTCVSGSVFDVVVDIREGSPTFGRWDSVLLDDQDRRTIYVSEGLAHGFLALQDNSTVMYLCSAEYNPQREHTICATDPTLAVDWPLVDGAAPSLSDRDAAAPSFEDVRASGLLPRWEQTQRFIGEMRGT
* hit, by the source's call; & = joins results of further samples.

COCCN(Cc1ccccc1)C(=S)Nc1ccc(Cl)cc1 was read as GlmU inhibition 0.1% and RmlCD inh 1536 -16.
Screening O=C(NCc1cccc(Cl)c1)c1cnn2c1NC(c1ccco1)CC2C(F)(F)F (configuration not stated) returned GlmU inhibition 6.5% and RmlCD inh 1536 9.
`O=C(CSCCc1ccccn1)Nc1ccccn1` gave GlmU inhibition 2.2% and RmlCD inh 1536 9.
For Cc1cc(C)c2c(C)nn(C3CCCCC3)c2n1 the results were GlmU inhibition 4.7% and RmlCD inh 1536 -16.
Screening CC1=C(C)CC2C(=O)N(c3cccc4ccccc34)C(=O)C2C1 (configuration not stated) returned GlmU inhibition -6.6% and RmlCD inh 1536 8.
Screening CN(C)/C=N/n1cnc2ccccc2c1=O returned GlmU inhibition 3.5% and RmlCD inh 1536 2.
Screening COc1ccc(N2C(C)=CS/C2=C(/C#N)c2nnc(N3CCOCC3)n2-c2ccccc2)cc1 returned GlmU inhibition -3.4%.
For Cc1sc2ncnc(NCCCN3CCCC3=O)c2c1C the results were GlmU inhibition 0.6%.
For O=C1CC2(CCCC2)Oc2ccc(Cl)cc21 the results were GlmU inhibition 2.0%.
COc1cccc(NC(=S)NCc2ccccn2)c1 was read as GlmU inhibition 1.3%.
`Cn1c(=O)c2c(nc(Br)n2Cc2ccccc2Cl)n(C)c1=O` gave GlmU inhibition 1.5% and RmlCD inh 1536 -3.
Screening O=C(c1ccco1)N1C(=O)c2cccc3c(S(=O)(=O)N4CCCC4)ccc1c23 returned GlmU inhibition 0.6% and RmlCD inh 1536 -5.
O=C(/C=C/c1ccc(F)cc1)c1cc(Br)ccc1O was read as GlmU inhibition -5.0% and RmlCD inh 1536 -16.
`CN(C)CCCOC(=O)c1ccc(Cl)cc1Cl` gave GlmU inhibition 4.1% and RmlCD inh 1536 -6.
Nc1cc(=O)[nH]c(SCC(=O)N2CCCCC2)n1 was read as GlmU inhibition -5.0% and RmlCD inh 1536 7.
`CCN(CC)C(=O)C1CCCN(C(=S)Nc2cccc3ccccc23)C1` (configuration not stated) gave GlmU inhibition 3.6% and RmlCD inh 1536 -6.
For Cc1nc2ccccc2c(=O)n1/N=C/c1ccccn1 the results were GlmU inhibition 9.1% and RmlCD inh 1536 -7.
Screening COc1ccc(-n2c(O)c(/C=N/NS(=O)(=O)c3cccc([N+](=O)[O-])c3)c3ccccc3c2=O)cc1OC returned GlmU inhibition 1.2% and RmlCD inh 1536 8.
`COc1ccc(C(=O)CSc2nc(N)nc(SC)c2C#N)cc1` gave GlmU inhibition 5.8% and RmlCD inh 1536 11.
COC/C=C/C1=CC2=CC(=O)C(C)(OC(=O)c3cnc4ccccc4n3)C(=O)C2=CN1CCc1ccccn1 (configuration not stated) was read as GlmU inhibition 2.0%.
Screening CCOC(=O)c1nnn(-c2nonc2N)c1CSc1ccc(C)cc1 returned GlmU inhibition 2.3% and RmlCD inh 1536 4.
CC(=O)NC1(C(F)(F)F)C(=O)Nc2c1c(=O)[nH]c(=O)n2CC(C)C (configuration not stated) was read as GlmU inhibition -4.4%.
`Cn1ncc(Cl)c1C(=O)Nc1nc2ccc(Cl)cc2s1` gave GlmU inhibition 8.0% and RmlCD inh 1536 6.
COc1ccc(S(=O)(=O)N2CCOCC2)cc1NC(=O)[C@@H]1CCCN1C(=O)c1cccs1 was read as GlmU inhibition 5.8% and RmlCD inh 1536 23.
Screening O=C(c1ccc(S(=O)(=O)N2CCc3ccccc3C2)cc1)N1CCCCC1 returned GlmU inhibition 3.0% and RmlCD inh 1536 -4.
`COc1ccc(NS(=O)(=O)c2cccc(NC(=O)c3ccc(Cl)nc3)c2)cc1` gave GlmU inhibition -3.9% and RmlCD inh 1536 -6.
COc1ccc2c(c1OC)C(=O)N(c1ccc(C)cc1)C2 was read as GlmU inhibition -1.0% and RmlCD inh 1536 9.
For COc1ccc(C2=C(C=C(C#N)C#N)C(c3ccccc3C)c3ccccc3O2)cc1OC (configuration not stated) the results were GlmU inhibition 4.8% and RmlCD inh 1536 2.
Screening COc1cc(NC(=O)c2cnc(N)o2)cc(C(=O)Nc2cccc(C(F)(F)F)c2)c1 returned GlmU inhibition -2.4%.
CCC(C)C(NC(=O)OCc1ccccc1)C(=O)OCN1C(=O)c2ccccc2C1=O (configuration not stated) was read as GlmU inhibition 5.7% and RmlCD inh 1536 9.
For CCC[C@@H](NS(=O)(=O)c1ccc(C)cc1)C(=O)Oc1ccc2c3c(c(=O)oc2c1)CCC3 the results were GlmU inhibition 1.2% and RmlCD inh 1536 3.
For COc1ccc(C2c3c(-c4ccccc4O)n[nH]c3C(=O)N2Cc2ccco2)cc1OC (configuration not stated) the results were GlmU inhibition 6.8% and RmlCD inh 1536 -9.
Cc1nc(N2CCN(C(=O)c3ccco3)CC2)c2c3c(sc2n1)CC(C)CC3 (configuration not stated) was read as GlmU inhibition 2.0% and RmlCD inh 1536 -8.
For Cc1ccc(NC(=S)N/N=C2/CCCCc3ccccc32)cc1 the results were GlmU inhibition 0.1% and RmlCD inh 1536 -9.
COc1c(O)cccc1/C=N/NC(=O)Cn1ccnc1C was read as GlmU inhibition 4.7%.
`S=C(NCCc1ccccc1)Nc1ccccc1` gave GlmU inhibition -8.8% and RmlCD inh 1536 15.

No new results follow: five of the compounds above.
Screening O=C(c1ccc(S(=O)(=O)N2CCc3ccccc3C2)cc1)N1CCCCC1 returned GlmU inhibition 3.0% and RmlCD inh 1536 -4.
`COc1ccc(NS(=O)(=O)c2cccc(NC(=O)c3ccc(Cl)nc3)c2)cc1` gave GlmU inhibition -3.9% and RmlCD inh 1536 -6.
COc1ccc2c(c1OC)C(=O)N(c1ccc(C)cc1)C2 was read as GlmU inhibition -1.0% and RmlCD inh 1536 9.
For COc1ccc(C2=C(C=C(C#N)C#N)C(c3ccccc3C)c3ccccc3O2)cc1OC (configuration not stated) the results were GlmU inhibition 4.8% and RmlCD inh 1536 2.
Screening COc1cc(NC(=O)c2cnc(N)o2)cc(C(=O)Nc2cccc(C(F)(F)F)c2)c1 returned GlmU inhibition -2.4%.

The list continues:
Screening Cc1cccc(-c2nnn3c2nc(NCCc2ccc(S(N)(=O)=O)cc2)c2ccccc23)c1 returned GlmU inhibition 1.6% and RmlCD inh 1536 -28.
For O=C(NC(=S)Nc1ccc(N2CCCCC2)cc1)c1ccc2c(c1)OCCO2 the results were GlmU inhibition -6.1% and RmlCD inh 1536 10.
Screening Cn1c(=O)c2c(nc(N/N=C/c3c(O)n(-c4ccccc4)c(=S)[nH]c3=O)n2C)n(C)c1=O returned GlmU inhibition -0.3% and RmlCD inh 1536 -8.
O=C(NCc1ccccc1)c1cccc(COc2ccc3c(c2)CCC3)c1 was read as GlmU inhibition 6.5% and RmlCD inh 1536 -5.
Screening Cc1ccccc1C(=O)NNC(=O)c1cc(N)cc([N+](=O)[O-])c1 returned GlmU inhibition 1.5% and RmlCD inh 1536 8.
Screening COC(=O)N/N=C/c1ccc(-c2cccc(Cl)c2)o1 returned GlmU inhibition 3.2% and RmlCD inh 1536 -4.
`Cc1c(C(=O)NC(C)CCc2ccccc2)cccc1[N+](=O)[O-]` (configuration not stated) gave GlmU inhibition 0.7%.
COc1cc(NC(=O)c2cc(Cl)nnc2Cl)cc(OC)c1OC was read as GlmU inhibition -3.2% and RmlCD inh 1536 9.
COc1ccc(CNC(=O)c2cc3c(C)nc4ccccc4c3o2)c(OC)c1 was read as GlmU inhibition -1.2% and RmlCD inh 1536 18.
Cc1ccc(C)c(/C(O)=C2\C(=O)C(=O)N(CCCn3ccnc3)C2c2cccnc2)c1 (configuration not stated) was read as GlmU inhibition 3.0%.
CCN1C(=O)/C(=C\N2CCN(c3ccccc3)CC2)SC1=S was read as GlmU inhibition 4.3%.
For OCCCn1c(-c2ccccc2)nc(=S)c2c1CCCC2 the results were GlmU inhibition -2.1%.
For Cc1ccc(-n2cc(CNCCCn3ccnc3C)c(-c3ccc(F)cc3)n2)cc1 the results were GlmU inhibition -8.6%.
CC(=O)c1cccc(NC(=O)CO/N=C2/CCCc3nonc32)c1 was read as GlmU inhibition 6.7% and RmlCD inh 1536 -11.
N#Cc1c(Cl)cccc1Oc1ccc(S(=O)(=O)Nc2ccccc2)cc1 was read as GlmU inhibition -5.0% and RmlCD inh 1536 -8.
O=C1CC(c2ccco2)CC(O)=C1C=NCCO (configuration not stated) was read as GlmU inhibition -1.1% and RmlCD inh 1536 2.
`CCCCCSc1nc(C)c(CC(=O)O)c(=O)[nH]1` gave GlmU inhibition 6.0%.
`Cc1cccc(OCc2nnc(SCC(=O)O)n2Cc2ccccc2)c1` gave GlmU inhibition 0.2%.
Cc1ccc(C)c(NS(=O)(=O)c2cc(C(=O)NCc3ccco3)ccc2C)c1 was read as GlmU inhibition 2.2% and RmlCD inh 1536 -118.
Screening CCOC(=O)CSc1nnc(NC(=O)NC(C)C)s1 returned GlmU inhibition -1.6% and RmlCD inh 1536 67.
For FC(F)(F)c1ccc(-c2nc(=S)[nH][nH]2)cc1 the results were GlmU inhibition -0.2% and RmlCD inh 1536 3.
For Fc1ccc(/C=N/c2c(-c3ccc(F)cc3)nc3n2CCS3)cc1 the results were GlmU inhibition -7.1%.
`COCC1CCN(Cc2nc(-c3cccs3)no2)C1` (configuration not stated) gave GlmU inhibition 7.1%.
COc1ccc(CCn2c(=O)[nH]c3cc(C(=O)N4CCN(c5ccccn5)CC4)ccc3c2=O)cc1OC was read as GlmU inhibition 0.7% and RmlCD inh 1536 13.

Ordered by count of non-hydrogen atoms (lowest first): part of the list above
For FC(F)(F)c1ccc(-c2nc(=S)[nH][nH]2)cc1 the results were GlmU inhibition -0.2% and RmlCD inh 1536 3.
O=C1CC(c2ccco2)CC(O)=C1C=NCCO (configuration not stated) was read as GlmU inhibition -1.1% and RmlCD inh 1536 2.
Screening CCOC(=O)CSc1nnc(NC(=O)NC(C)C)s1 returned GlmU inhibition -1.6% and RmlCD inh 1536 67.
CC(=O)c1cccc(NC(=O)CO/N=C2/CCCc3nonc32)c1 was read as GlmU inhibition 6.7% and RmlCD inh 1536 -11.
N#Cc1c(Cl)cccc1Oc1ccc(S(=O)(=O)Nc2ccccc2)cc1 was read as GlmU inhibition -5.0% and RmlCD inh 1536 -8.
Cc1ccc(C)c(NS(=O)(=O)c2cc(C(=O)NCc3ccco3)ccc2C)c1 was read as GlmU inhibition 2.2% and RmlCD inh 1536 -118.
COc1ccc(CCn2c(=O)[nH]c3cc(C(=O)N4CCN(c5ccccn5)CC4)ccc3c2=O)cc1OC was read as GlmU inhibition 0.7% and RmlCD inh 1536 13.

The listing continues.
`CCc1ccc(N2C(=O)C3NN=C(C(=O)OCc4ccccc4)C3C2=O)cc1` (configuration not stated) gave GlmU inhibition 7.8% and RmlCD inh 1536 7.
Screening CCN1CCCC1CNCc1cccc(OC)c1OCc1ccccc1F (configuration not stated) returned GlmU inhibition -4.0% and RmlCD inh 1536 -5.
`CCCNc1nc2c(c(=O)n(C)c(=O)n2C)n1CCC(C)C` gave GlmU inhibition -0.7%.
COc1ccccc1-c1c(C(F)(F)F)oc2cc(OCC(=O)Nc3cc(C)ccc3C)ccc2c1=O was read as GlmU inhibition -6.6% and RmlCD inh 1536 0.
CCNC(=O)NC(=O)C(C)OC(=O)c1c(C)nn(Cc2ccccc2)c1Cl (configuration not stated) was read as GlmU inhibition 0.1% and RmlCD inh 1536 3.
Screening COc1ccc(NC(=O)CC2SC3=NCCN3C2=O)cc1 (configuration not stated) returned GlmU inhibition 1.6% and RmlCD inh 1536 -5.
COC(=O)NNC(=O)c1ccc(Cl)cc1Cl was read as GlmU inhibition 3.5% and RmlCD inh 1536 15.
For COc1ccc(C(=O)N2CCN(C(=O)c3ccncc3)CC2)cc1 the results were GlmU inhibition 3.2% and RmlCD inh 1536 3.
For C=CCn1c(-c2cccc3ccccc23)n[nH]c1=S the results were GlmU inhibition 1.2%.
Screening O=C(COC(=O)CNC(=O)c1ccc(Cl)cc1)Nc1ccc2c(c1)OCCO2 returned GlmU inhibition -3.0% and RmlCD inh 1536 28.
Screening CCNc1nc(Oc2ccc(C(=O)OCC)cc2)nc(SC)n1 returned GlmU inhibition 4.0%.
`CCOC(=O)Cc1csc(NC(=O)CN2C(=O)c3ccccc3C2=O)n1` gave GlmU inhibition -3.9% and RmlCD inh 1536 -3.
`COc1cc(NC(=O)CCC2CCCC2)cc(-n2cnnn2)c1` gave GlmU inhibition -3.3% and RmlCD inh 1536 5.
Screening COC(=O)c1ccc(C23CC4(C2)[C@H](CN(Cc2cccnc2)[C@@H]4c2ccccc2)C3c2ccc(Cl)nc2)cc1 (some centres not stated) returned GlmU inhibition 1.7%.
`Oc1ccc(-c2nnc(SCC3CCCCC3)o2)cc1` gave GlmU inhibition -3.0% and RmlCD inh 1536 7.
Screening O=c1[nH]c(=S)[nH]c2c1C(c1cc([N+](=O)[O-])c(N3CCOCC3)cc1N1CCOCC1)O2 (configuration not stated) returned GlmU inhibition -2.7% and RmlCD inh 1536 16.
For c1ccn(-c2ncnc3sc4c(c23)CCCC4)c1 the results were GlmU inhibition 1.5%.
For Cc1nn(CCC#N)c2c1P(=S)(N1CCCC1)OC(c1ccc(F)cc1)=N2 (configuration not stated) the results were GlmU inhibition -2.1%.
`Cc1ccc[n+](-c2nc3ccccc3nc2C(=C=[N-])C#N)c1` gave GlmU inhibition -1.3%&9.1% and RmlCD inh 1536 -4.
For C=CCNC(=S)N1CCN(Cc2ccccc2)CC1 the results were GlmU inhibition 3.2% and RmlCD inh 1536 4.

Screens as filed in PubChem BioAssay.

An excerpt (hit frequency here may not be typical).
